# dFosB activator = enhances mouse delta FosB homodimer DNA binding. P13346. purified delta FosB, TAMRA-CDK5 oligo fluorescence polarization; percent of positive-control signal above neutral wells. activation, % at 25 µM. actives 0.99% (n = 340,000). AID 493131;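 active means mean activation above about 17%, with every replicate also reaching it, limit read from the data, passing the limit was not always enough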;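 further: fluorescence polarization rise as delta FosB binds a TAMRA Cdk5 AP-1 oligo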
# NSD2 inh = inhibitors of human histone methyltransferase NSD2. NSD2 peptide methylation, AlphaScreen, 120 min. inhibition, % at 12.5 µM. actives 0.54% (n = 310,000). AID 743445; in the data active means inhibition above about 50%
# Wnt act = activators of Wnt/beta-catenin signaling; Wnt/beta-catenin reporter cell assay, activator, plate reader; activation, % at 9.35 µM; actives 1.2% (n = 300,000); AID 743398; in the data active means activation above about 30%, passing the limit was not always enough;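 further: 0% = neutral control wells and 100% = positive control wells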
# MITF TRPM1 HTS = MITF TRPM1 promoter activation in melanoma cells. SK-MEL-5 TRPM1-promoter luciferase, 24 h; % of positive control, neutral wells = 0. activation, % at 12.5 µM. actives 0.75% (n = 300,000);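 active means mean activation of at least 80% with every replicate also reaching 80%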;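 further: 0% = neutral control wells and 100% = parthenolide positive control wells; values of inactives mirror those of a sister screen read the other way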
# HTR5A inv ag = counter-screen for OPRM1-OPRD1 inverse agonists: human HTR5A inverse agonism. HTR5A cell line, luminescence. P47898. inhibition, % at 9.3 µM. actives 0.083% (n = 340,000); in the data active means inhibition mostly above about 23%, no sharp cut-off; inactive means mostly below about 18%;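 further: 0% = cells with DMSO and 100% = no-cell wells with DMSO; some compounds called inactive have numbers as strong as hits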
# Target sequence (P47898 whole entry, looked up): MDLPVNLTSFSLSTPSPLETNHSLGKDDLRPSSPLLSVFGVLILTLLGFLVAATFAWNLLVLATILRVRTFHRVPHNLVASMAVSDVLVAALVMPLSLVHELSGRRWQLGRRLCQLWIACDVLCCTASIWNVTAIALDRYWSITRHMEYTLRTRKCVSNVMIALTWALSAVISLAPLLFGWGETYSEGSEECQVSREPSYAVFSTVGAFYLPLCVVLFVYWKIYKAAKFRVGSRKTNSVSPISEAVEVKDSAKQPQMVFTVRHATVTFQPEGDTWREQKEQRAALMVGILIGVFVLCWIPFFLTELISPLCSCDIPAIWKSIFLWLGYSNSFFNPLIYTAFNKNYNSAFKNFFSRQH
# V-ATPase pH = yeast V-ATPase proton transport regulation by pHLuorin | S. cerevisiae, pHLuorin cytosolic pH fluorescence | response, % at 10 µM | actives 0.37% (n = 350,000) | AID 504577; in the data active means response mostly above about 7.3%, no sharp cut-off; inactive means mostly below about 5.4%; further: actives read high; inactives centre near 0; some compounds called inactive have numbers as strong as hits; reference of the scale not given here
# CDK5 inh = blocks human CDK5/p35 kinase activity | inhibition, % at 10 µM | actives 0.01% (n = 330,000) | Recombinant CDK5/p35, ADP-Glo luminescence, 60 min | AID 488839 | Q00535+Q15078;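 active means highest replicate inhibition of at least 50% and at least 75% of replicates reaching 50%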;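 further: plate controls were DMSO neutral control for no effect and GW8510 at 10 µM for full effect; many of its hits are not listed in these tables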
# SR-BI DiI inh = blocks mouse SR-BI lipid uptake from DiI-HDL; Q61009; ldlA[mSR-BI] CHO cells, DiI-HDL uptake fluorescence, 3 h; inhibition, % at 12.5 µM; actives 0.96% (n = 320,000); AID 488896;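 active means mean replicate inhibition of at least 70% and a set share of replicates each scoring 70 or more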;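 further: 0% = median of neutral control wells and 100% = median of positive control wells; values of inactives mirror those of a sister screen read the other way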
# Target sequence (Q61009 whole entry, looked up): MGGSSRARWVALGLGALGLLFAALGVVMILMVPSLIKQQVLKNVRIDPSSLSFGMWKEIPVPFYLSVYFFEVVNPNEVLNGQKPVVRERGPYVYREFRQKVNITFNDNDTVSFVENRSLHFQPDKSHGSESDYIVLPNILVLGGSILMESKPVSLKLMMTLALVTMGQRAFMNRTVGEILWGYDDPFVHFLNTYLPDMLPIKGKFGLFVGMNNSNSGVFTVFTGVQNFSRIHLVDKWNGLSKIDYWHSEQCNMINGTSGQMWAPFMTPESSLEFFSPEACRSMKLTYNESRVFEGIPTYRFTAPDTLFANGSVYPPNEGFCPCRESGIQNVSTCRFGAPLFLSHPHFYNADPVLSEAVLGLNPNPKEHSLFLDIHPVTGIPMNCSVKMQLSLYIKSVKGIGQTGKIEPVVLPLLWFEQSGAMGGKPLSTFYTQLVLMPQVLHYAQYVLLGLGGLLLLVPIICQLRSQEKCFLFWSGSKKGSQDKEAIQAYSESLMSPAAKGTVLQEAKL
# PvdQ inh = blocks Pseudomonas aeruginosa PvdQ acylase activity | purified PvdQ acylase, fluorescence plate reader | inhibition, % at 10 µM | actives 0.063% (n = 340,000) | AID 488965; in the data active means inhibition above about 30%, passing the limit was not always enough;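 further: 0% = vehicle neutral wells and 100% = reference inhibitor wells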
# HTR5A ag = activates human HTR5A in OPRM1-OPRD1 agonist counter-screen; HTR5A agonist assay, luminescence, cell-based; actives 0.61% (n = 340,000); activation, % at 9.3 µM; in the data active means activation mostly above about 9.5%, no sharp cut-off; inactive means mostly below about 7.6%;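 further: 0% = cells with vehicle only and 100% = reference agonist; strong numbers were not always called active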
# Active calls of the source: *; / = not tested or not shown. Random draw from the library; any-hit rate near 5%.
SMILES,dFosB activator,NSD2 inh,Wnt act,MITF TRPM1 HTS,HTR5A inv ag,V-ATPase pH,CDK5 inh,SR-BI DiI inh,PvdQ inh,HTR5A ag
C=C(C)CC1N(c2cccc(OC)c2)C(=O)C2C(C(=O)O)C3C=CC21O3 (centres undefined),4,/,-1,-1,6,4,-0.9,-13,9,-2
CCOC(=O)c1cc2occc2n1CCCN1C(=O)c2ccccc2C1=O,-7,/,/,7,-15,-4,2.2,-3,-10,6
COc1ccc(/C=C/C2=CC(C)(C)NC(=S)N2)cc1OC,-4,1,-1,8,4,-1,3.2,83*,13,-2
COc1cc2c(cc1OC)C1=NC(=O)CN1C(SCc1ccc(C)cc1)=N2,-17,0,/,0,11,-1,0.3,65,-10,-5
CCc1ccccc1NC(=O)CNC(=O)CNC(=O)Cc1ccccc1,-3,0,-2,3,4,2,-1.0,-17,-4,4
CN(C1CCS(=O)(=O)C1)S(=O)(=O)c1cccc2nsnc12 (centres undefined),-5,24,-2,/,-1,-4,0.3,-13,-8,0
COc1cccc(CN(C(=O)c2ccco2)C2CCS(=O)(=O)C2)c1 (centres undefined),-3,/,-1,-9,-36,-5,0.4,3,3,13*
CC(C)CNC(=S)NC(=O)c1ccc(Cl)cc1Cl,-5,0,5,36,3,-3,-1.6,1,-2,3
COc1ccc(-c2oc3ccccc3c2C(=O)OCc2ccc(O)cc2)cc1,1,/,-2,2,-10,7,-8.2,50,-68,4
CCOC(=O)C1CCCN(C(=S)Nc2ccc(C)cc2C)C1 (centres undefined),4,-3,/,0,12,-8,0.7,-18,6,-4
COc1cc(C(C)=O)ccc1OCCCOc1cccc2cccnc12,-16,28,-3,/,-5,-1,0.8,7,-4,1
O=C(Nc1c[nH]c(=O)[nH]c1=O)c1cc([N+](=O)[O-])cc([N+](=O)[O-])c1,2,1,1,-18,-9,5,1.0,-34,-10,2
Cc1nn(-c2ccccc2)c(C)c1S(=O)(=O)O,-1,2,-2,-3,1,1,0.1,-15,-7,0
O=C(CC1C[C@H](C(=O)N2CCCCC2)[C@@]2(CCc3ccccc3)c3[nH]c4ccccc4c3CCN2C1=O)NCc1ccco1 (some centres undefined),-5,/,-4,-5,4,-5,1.5,-4,-6,-1
Cn1c2c(c3ccccc31)CCN(CCCCN1CCN(c3ccccc3)CC1)C2=O,3,5,-3,/,-5,-5,0.3,11,10,1
CCN(Cc1ccncc1)C(=O)C1CCC(=O)N(Cc2ccc(Cl)cc2)C1 (centres undefined),-5,2,-3,8,1,4,2.6,-15,-7,2
COc1ccc(CN(Cc2cccnc2)S(=O)(=O)c2ccc(-n3cnnn3)c(C)c2)cc1OC,-2,-5,10,7,-14,-3,5.5,-24,7,6
O=C1Nc2ccc(S(=O)(=O)NCCCO)c3cccc1c23,-2,-1,1,/,-11,3,-7.4,10,-2,3
C=CCOc1cccc(/C=C2\C(=O)N(Cc3ccc(C)cc3)C(C)=C2C(=O)OC)c1,-14,2,-10,10,1,3,-0.6,14,-4,4
CC(Sc1nncn1C)C(=O)Nc1ccc(N2CCCCC2)cc1 (centres undefined),-4,-2,34*,6,-24,-3,0.9,13,-10,10
CCOC(=O)c1ccc(NC(=O)c2nc[nH]c2C(=O)N[C@@H](C)C(=O)OC(C)(C)C)cc1,-9,/,-6,-4,-4,-2,-0.9,3,-14,6
COc1ccc(C(=O)N(Cc2nc(-c3ccc(C)cc3)no2)C(C)C)cc1OC,-10,/,-2,-16,-9,6,1.3,10,6,4
COc1ccc(CC(=O)OCc2cc(=O)n3cc(Br)ccc3n2)cc1OC,-10,2,3,-2,-1,-3,0.3,-20,-7,-2
O=C(O)C1CCN(C(=O)CSc2nnc3ccccn23)CC1,-4,-1,-3,-6,-22,0,1.0,-1,-13,8
CC(C)(C)OC(=O)N1CCOCCOCCNCCOCCOCC1,-5,0,-2,-14,-9,-2,1.9,-22,-14,3

# Single records, as listed above. Order of values: dFosB activator | NSD2 inh | Wnt act | MITF TRPM1 HTS | HTR5A inv ag | V-ATPase pH | CDK5 inh | SR-BI DiI inh | PvdQ inh | HTR5A ag
# C=CCOc1cccc(/C=C2\C(=O)N(Cc3ccc(C)cc3)C(C)=C2C(=O)OC)c1 is listed with -14 | 2 | -10 | 10 | 1 | 3 | -0.6 | 14 | -4 | 4
# CCc1ccccc1NC(=O)CNC(=O)CNC(=O)Cc1ccccc1 is listed with -3 | 0 | -2 | 3 | 4 | 2 | -1.0 | -17 | -4 | 4

# Remaining list, next part:
SMILES,dFosB activator,NSD2 inh,Wnt act,MITF TRPM1 HTS,HTR5A inv ag,V-ATPase pH,CDK5 inh,SR-BI DiI inh,PvdQ inh,HTR5A ag
Cc1ccc(C2C(C(N)=S)=C(N)OC3=C2C(=O)CC(C)(C)C3)cc1 (centres undefined),-5,1,0,3,-1,0,1.7,0,-4,1
COC(=O)c1cccc(NC(=O)CN2C(=O)C3CCCCC3C2=O)c1 (centres undefined),-4,-1,1,1,15,2,0.8,-22,11,-6
O=C(NCCCO)c1ccc(CSc2nc3ccccc3[nH]2)cc1,-6,-1,-2,13,-11,4,1.0,-4,-18,1
Nc1c(C(=O)Nc2ccc(F)cc2)sc2nc(-c3ccco3)ccc12,0,1,23,2,1,-1,0.5,39,-8,4
C=CCn1c(CNc2ccccc2)nnc1SCC(=O)N/N=C/c1ccc(O)cc1O,-3,2,/,-5,-12,1,-0.6,-16,1,2
COc1ccc(C(=O)Nc2nc3ccccc3[nH]2)cc1OC,6,0,18,68,-29,-2,-0.7,14,-11,-2
COC(=O)C1=C(C)NC(=O)/C1=C/c1ccc(CNS(=O)(=O)c2ccc(C)cc2)o1,-3,2,-7,5,-7,0,1.8,15,-3,2
CC1(C)CC(=O)C=C(NC2=CC3OC(c4ccccc4)OCC3OC2=O)C1 (centres undefined),-4,2,-3,-70,-4,-5,1.7,-9,1,2
C/C(CCc1ccc2c(c1)OCO2)=N\NC(=O)c1ccccc1,-1,/,1,-8,16,2,0.0,-13,-5,-6
COc1ccc(CN2CCN(CCCCOc3ccc(Cl)cc3)CC2)c(OC)c1OC,-3,20,-11,-5,-18,0,0.0,32,-8,5
O=C(O)CCc1nn2c3ccccc3n(CC(=O)c3ccccc3)c2nc1=O,-11,-6,/,-3,-5,0,-1.4,-12,-6,-3
CN(C)S(=O)(=O)Oc1ccccc1C(=O)Nc1cccc(C(F)(F)F)c1,-10,0,7,/,-13,5,1.4,30,-14,-3
Cc1ccc(NC(=O)C(=O)NCCOc2ccc(Cl)cc2)c(C)c1,5,-1,-3,0,-4,-1,0.3,-13,-4,1
Cc1cccc(C(=O)N2CCCN(C(=O)c3cccc(C)c3)CC2)c1,-3,-3,/,6,5,9,-1.6,5,-12,1
CCOc1ccc(NC(=O)Nc2ccc3nccnc3c2)cc1,-2,2,/,58,12,4,-2.0,15,-3,-5
Nc1cccc(-c2nc3cc(S(=O)(=O)c4ccc5oc(-c6cccc(N)c6)nc5c4)ccc3o2)c1,1,2,-21,/,-7,1,-0.1,4,0,3
COc1ccccc1NS(=O)(=O)c1cc(C)ccc1C,6,-1,0,4,-40,1,-0.2,16,3,1
COc1cc(CNCCN2CCOCC2)ccc1OCC(=O)NC(C)(C)C,-10,-3,-1,-11,-12,-3,0.5,5,-9,-3
COC(=O)CSc1cc(C)nc2ccc(OC)cc12,-4,14,-2,18,17,-1,1.6,26,-4,1
COc1ccccc1/C=C(/CC(=O)NCc1ccccc1)c1nc2ccccc2s1,9,0,/,-19,-14,-1,-0.3,15,-1,-1
COc1cc(CC(=O)OCC(=O)N2CCCCC2)cc(OC)c1OC,2,-1,-2,/,-24,-4,1.1,16,7,7
CCc1ccccc1-n1ncc(C(=O)Nc2ccccc2OC)c1C,-4,28,0,11,-7,0,1.1,47,-8,2
CCCCOc1ccc(C(=O)N2CCNC(=O)C2)cc1,-9,-2,-2,11,5,-4,-1.4,/,-13,-2
Cc1occc1-c1nnc(SCc2nc3ccccc3c(=O)n2CC#N)n1C,-2,1,/,-10,2,-1,-0.9,-7,-12,2
COc1ccccc1-n1c(-c2cccnc2)n[nH]c1=S,-11,10,/,4,-3,3,2.5,-7,3,2

# Entries listed so far marked active in SR-BI DiI inh.
Molecule,dFosB activator,NSD2 inh,Wnt act,MITF TRPM1 HTS,V-ATPase pH,CDK5 inh,SR-BI DiI inh,PvdQ inh
COc1ccc(/C=C/C2=CC(C)(C)NC(=S)N2)cc1OC,-4,1,-1,8,-1,3.2,83*,13

# Later entries.
SMILES,dFosB activator,NSD2 inh,Wnt act,MITF TRPM1 HTS,HTR5A inv ag,V-ATPase pH,CDK5 inh,SR-BI DiI inh,PvdQ inh,HTR5A ag
COc1ccc(S(=O)(=O)N(C)C)cc1NCC(=O)Nc1ccc(Br)cc1F,-1,0,-6,-7,3,7,/,6,8,7
O=C(CN1C(=O)S/C(=C/c2cccn2-c2ccc(O)cc2)C1=O)N1CCCC1,-6,1,-1,-3,-3,-1,-0.8,28,-1,1
CCCC(C)NC(=O)Cc1ccc(Br)cc1 (centres undefined),-7,-2,0,-4,6,0,-0.3,8,6,4
CC1(C)Nc2ccc(O)cc2-c2c1ssc2=S,-3,26,/,-11,0,1,0.4,12,-10,0
Cn1cc(CN2CCCC(CO)(Cc3ccccc3)C2)c2ccccc21 (centres undefined),-6,20,0,0,16,-1,0.5,-14,-16,-3
Cc1ccc(-n2nc3ccc(NC(=O)C(C)C)cc3n2)cc1,-12,0,-4,111*,7,-2,-1.1,1,-3,-3
Cc1nn(C)cc1/C=C/C(=O)c1cccs1,-3,0,90*,/,2,-4,1.0,-20,-7,0
Cc1cc(N2CCOCC2)n2nc(C)c(-c3ccc(Cl)cc3)c2n1,-4,-6,3,15,5,-2,0.2,3,-16,-1
COc1ccccc1NC(=O)CCS(=O)(=O)c1ccccc1,-3,-2,-3,-10,4,-2,1.1,6,-14,4
O=C1Nc2ccccc2/C1=C/c1ccccc1F,-11,-1,4,0,5,1,1.7,13,-4,-1
CC(C)OC(=O)C(CC(=O)O)NCc1ccccc1 (centres undefined),1,-1,/,-5,-8,3,0.5,-44,7,3
CCCCC(CC)CNC(=O)CN(C)S(=O)(=O)c1cccc2nsnc12 (centres undefined),-9,23,-9,/,-6,-1,-3.4,-4,-11,-5
Cn1c(=O)c2c(nc(SCCN3CCOCC3)n2Cc2ccc(Cl)cc2)n(C)c1=O,1,/,-5,/,-21,1,0.6,10,-9,7
CCOC(=O)C1=C(COC(=O)COc2cccc(C)c2C)NC(=O)NC1C (centres undefined),-8,0,2,2,-26,-1,-0.5,-20,-12,11
CCN(CC)C(=O)c1ccccc1NS(C)(=O)=O,3,-4,-3,-2,-3,0,-1.1,2,-5,-1
NC(=O)C1CCCN(C(=O)CNC(=O)C23CC4CC(CC(C4)C2)C3)C1 (centres undefined),0,-2,0,4,-13,0,-0.6,-9,7,4
O=C(NCc1ccccc1Cl)c1ccc2c(c1)SC1=NS(=O)(=O)CCN12,-13,1,-4,-6,-2,-102,-2.8,/,-18,9
COc1cccc(N2CCN(Cc3ccco3)CC2)c1,2,4,3,12,-43,-1,2.3,-8,-11,15*
COc1cc(C)c(S(=O)(=O)N2CCN(C)CC2)cc1C,-2,24,/,-3,4,-4,1.4,18,7,1
O=C(Nc1nc2c(s1)COc1ccccc1-2)c1cccs1,-4,/,1,/,18,-3,1.6,27,9,-6
COC(=O)C1CCN(C(=O)COC(=O)c2oc3ccccc3c2C)CC1,-2,1,0,2,-3,3,1.8,-25,-18,0
